TROY signal inh – blocks TROY-dependent signaling in reporter cells; Q293 LMP1-TROYcd NF-kB luciferase reporter, 4 h; inhibition, % at 10 µM; hit rate 0.98% among 360,000;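 active means compounds whose plate-normalised and pattern-corrected inhibition of the luciferase reporter signal at the single screening dose is 50% or more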
EBV LMP1 NFkB – reduces LMP1-driven NF-kappaB luciferase signal | inhibition, % at 12.5 µM | hit rate 0.69% among 350,000 | LMP1-induced NF-kappaB luciferase reporter cells, luminescence | AID 504558; in the data active means inhibition above about 41%;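 further: 0% = neutral control wells and 100% = reference inhibitor control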
NR5A2 inv ag – suppresses constitutive activity of human LRH-1; inhibition, % at 3.6 µM; AID 602396; hit rate 0.13% among 360,000; O00482; HEK293T StAR-luciferase reporter, LRH-1 transfected, 24 h;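 active means inhibition above the mean inhibition of all tested compounds plus 3 SD, cut at about 73% in these data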;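 further: 0% = DMSO wells and 100% = reporter-only cells lacking LRH-1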
TRAIL sens C8 – caspase-8 TRAIL sensitization; NB7+C8 cells + TRAIL, ATPlite viability luminescence; inhibition (viability loss, TRAIL sensitization), % at 10 µM; hit rate 1% among 360,000;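 active means compounds causing at least 50% loss of cell viability in the single-dose screen, relative to plate controls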
SRC1 inh – inhibits human SRC1 coactivator | Q15788 | HEK293 GAL4-SRC1 luciferase reporter, luminescence | inhibition, % at 3.6 µM | hit rate 0.12% among 360,000 | AID 588354;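 active means inhibition above the campaign mean plus 3 SD, with each screening campaign given its own cutoff, cut at about 60% in these data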;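 further: 0% = DMSO treated cells and 100% = gossypol at 36 µM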
Target sequence (Q15788 whole entry, looked up, the tested form may be a part): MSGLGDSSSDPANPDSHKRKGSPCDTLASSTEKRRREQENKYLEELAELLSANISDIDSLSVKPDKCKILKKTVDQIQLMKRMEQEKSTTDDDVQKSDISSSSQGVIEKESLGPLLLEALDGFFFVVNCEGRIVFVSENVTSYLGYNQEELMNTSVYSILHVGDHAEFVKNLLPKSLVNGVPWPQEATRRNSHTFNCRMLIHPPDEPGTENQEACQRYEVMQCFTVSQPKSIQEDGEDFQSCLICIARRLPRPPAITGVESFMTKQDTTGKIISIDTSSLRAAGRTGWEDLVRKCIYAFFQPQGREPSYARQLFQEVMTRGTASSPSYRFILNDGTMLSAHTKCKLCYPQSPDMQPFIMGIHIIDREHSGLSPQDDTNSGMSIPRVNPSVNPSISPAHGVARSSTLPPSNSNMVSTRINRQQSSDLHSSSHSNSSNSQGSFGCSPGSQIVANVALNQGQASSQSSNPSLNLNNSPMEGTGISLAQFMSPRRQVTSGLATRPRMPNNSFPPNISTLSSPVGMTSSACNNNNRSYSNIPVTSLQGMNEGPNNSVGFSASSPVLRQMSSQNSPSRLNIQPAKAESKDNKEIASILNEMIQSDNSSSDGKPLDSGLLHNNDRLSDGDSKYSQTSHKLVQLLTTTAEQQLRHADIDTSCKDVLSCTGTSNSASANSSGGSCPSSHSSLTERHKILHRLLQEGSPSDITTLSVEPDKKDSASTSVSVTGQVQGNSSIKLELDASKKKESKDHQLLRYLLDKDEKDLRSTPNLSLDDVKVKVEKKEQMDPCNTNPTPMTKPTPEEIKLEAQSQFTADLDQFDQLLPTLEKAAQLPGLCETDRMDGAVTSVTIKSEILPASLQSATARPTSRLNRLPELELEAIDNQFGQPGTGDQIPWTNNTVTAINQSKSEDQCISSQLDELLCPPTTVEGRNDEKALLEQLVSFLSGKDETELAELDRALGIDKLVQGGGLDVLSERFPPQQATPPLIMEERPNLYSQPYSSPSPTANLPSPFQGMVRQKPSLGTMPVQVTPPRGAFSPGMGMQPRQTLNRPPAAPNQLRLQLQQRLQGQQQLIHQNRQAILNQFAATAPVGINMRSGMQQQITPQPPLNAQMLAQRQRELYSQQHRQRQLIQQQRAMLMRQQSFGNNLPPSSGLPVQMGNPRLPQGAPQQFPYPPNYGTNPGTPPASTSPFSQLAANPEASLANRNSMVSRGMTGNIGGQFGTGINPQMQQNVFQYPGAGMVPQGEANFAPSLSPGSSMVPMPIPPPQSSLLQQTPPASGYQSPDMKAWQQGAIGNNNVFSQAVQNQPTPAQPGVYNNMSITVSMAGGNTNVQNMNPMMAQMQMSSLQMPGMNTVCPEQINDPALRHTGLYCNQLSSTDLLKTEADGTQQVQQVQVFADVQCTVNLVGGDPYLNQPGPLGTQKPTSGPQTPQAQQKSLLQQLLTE
NR2F2 inh – blocks human COUP-TFII nuclear receptor. HEK293T NGFI-A luciferase reporter, luminescence. inhibition, % at 8.6 µM. hit rate 0.7% among 370,000. AID 686940;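 active means inhibition above a per-plate cutoff, mean inhibition of test wells between control levels plus 3 SD, cut at about 38% in these data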;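 further: cells cotransfected with COUP-TFII expression vector driving the NGFI-A reporter; 0% = median of COUP-TF2 test wells and 100% = reporter-only cells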
NOD2-RIPK2 inh – blocks binding of human NOD2 to RIPK2 | O43353 | inhibition, % at 4.98 µM | AID 624267 | CHO BLA complementation NOD2-RIPK2, CCF4 ratio | hit rate 0.38% among 360,000; in the data active means inhibition above about 21%;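 further: 0% = vehicle only and 100% = reference blocker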
SRC2 inh – inhibits human steroid receptor coactivator 2. hit rate 0.17% among 370,000. inhibition, % at 9 µM. HEK293 GAL4-SRC2 luciferase reporter, luminescence. Q15596;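 active means inhibition above the mean inhibition of all tested compounds plus 3 SD, set per campaign, cut at about 52% in these data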;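 further: 0% = DMSO treated cells and 100% = cells given Gossypol at 36 µM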
TLR9-MyD88 inh – TLR9-MyD88 interaction inhibition. Q9NR96+Q99836. CHO BLA complementation TLR9-MyD88, CCF4 FRET ratio. inhibition, % at 4.98 µM. hit rate 0.21% among 340,000. AID 504734;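 active means inhibition above the mean over all tested compounds plus 3 SD, cut at about 21% in these data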;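 further: 0% = DMSO only wells and 100% = clavulanate BLA inhibitor control wells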
NCOA3 inh – inhibitors of human steroid receptor coactivator 3 (SRC3). Q9Y6Q9. inhibition, % at 3.6 µM. hit rate 0.17% among 360,000. HEK293 GAL4-SRC3 luciferase reporter, luminescence. AID 588352;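 active means inhibition above a per-campaign cutoff, the mean of all compounds plus 3 SD, cut at about 60% in these data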;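 further: 0% = DMSO-treated cells and 100% = gossypol-treated cells at 36 µM; higher means less SRC3-driven luciferase light from the GAL4 reporter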
Vif inh – HIV Vif inhibition | AID 602346 | hit rate 0.35% among 340,000 | HEK293T cells, Vif self-association by quenched fluorescence, imaging, 24 h | inhibition, % at 7.49 µM; in the data active means inhibition above about 50%, passing the limit was not always enough; further: some results filed as inactive read as strong as hits
An asterisk follows results filed as active; / = not tested or not shown.

Start of the listing, in advance (7 entries):
SMILES	TROY signal inh	EBV LMP1 NFkB	NR5A2 inv ag	TRAIL sens C8	SRC1 inh	NR2F2 inh	NOD2-RIPK2 inh	SRC2 inh	TLR9-MyD88 inh	NCOA3 inh	Vif inh
Cc1ccc(OP(=O)(NCc2ccccc2)Oc2ccc(C)cc2)cc1	11	8	-3	-6	-12	-12	2	-7	1	15	6
COC(=O)C(O)(c1c[nH]c2ccccc12)C(F)(F)F (stereo not drawn)	-9	1	19	9	-8	-6	-1	-4	3	5	-16
Fc1cccc(-c2ccc3c(c2)CN(c2cccc(Cl)c2)Cc2cnnn2-3)c1	-8	/	14	16	11	0	-17	-23	/	22	2
Cn1cnc(CCN)c1	6	-2	-23	1	8	16	3	-6	1	16	-2
Cc1ccc(S(=O)(=O)Oc2ccccc2C=C2C(=O)N(C)C(=O)N(C)C2=O)cc1	-4	0	5	-12	-15	-13	0	-1	-6	-10	-3
O=C(COc1ccc(Br)cc1)N1CCN(Cc2c[nH]c3ccccc23)CC1	7	-14	25	-6	-13	-3	-6	23	-1	-5	-5
CC(=O)C1CCC2C3CCC4CC(O)CCC4(C)C3CCC12C (stereo not drawn)	0	6	5	-8	-7	18	1	1	6	-2	-10

Results, repeating the preview:
SMILES	TROY signal inh	EBV LMP1 NFkB	NR5A2 inv ag	TRAIL sens C8	SRC1 inh	NR2F2 inh	NOD2-RIPK2 inh	SRC2 inh	TLR9-MyD88 inh	NCOA3 inh	Vif inh
Cc1ccc(OP(=O)(NCc2ccccc2)Oc2ccc(C)cc2)cc1	11	8	-3	-6	-12	-12	2	-7	1	15	6
COC(=O)C(O)(c1c[nH]c2ccccc12)C(F)(F)F (stereo not drawn)	-9	1	19	9	-8	-6	-1	-4	3	5	-16
Fc1cccc(-c2ccc3c(c2)CN(c2cccc(Cl)c2)Cc2cnnn2-3)c1	-8	/	14	16	11	0	-17	-23	/	22	2
Cn1cnc(CCN)c1	6	-2	-23	1	8	16	3	-6	1	16	-2
Cc1ccc(S(=O)(=O)Oc2ccccc2C=C2C(=O)N(C)C(=O)N(C)C2=O)cc1	-4	0	5	-12	-15	-13	0	-1	-6	-10	-3
O=C(COc1ccc(Br)cc1)N1CCN(Cc2c[nH]c3ccccc23)CC1	7	-14	25	-6	-13	-3	-6	23	-1	-5	-5
CC(=O)C1CCC2C3CCC4CC(O)CCC4(C)C3CCC12C (stereo not drawn)	0	6	5	-8	-7	18	1	1	6	-2	-10
CCn1c(O)c(C=NCc2ccccc2)c(=O)[nH]c1=S	-4	-2	-9	18	-9	18	1	11	3	6	-8
Cc1cccc(CN2CCCC(C(=O)c3ccc4c(c3)OCO4)C2)n1 (stereo not drawn)	-1	-38	2	-1	-1	-8	-3	1	-2	16	-10
O=c1[nH]c(=O)n(Cc2ccccc2Cl)c(O)c1/C=C1/C=CC=N1	17	17	21	-13	-27	-24	18	20	5	-25	0
CCOc1cc2c(cc1OCC)-n1cccc1C(c1ccc(F)c(OC)c1)NC2 (stereo not drawn)	0	11	1	12	7	-11	-6	11	-1	-11	/
N#CC1c2ccccc2-n2nncc2CN1S(=O)(=O)c1ccccc1 (stereo not drawn)	-8	-6	10	-2	6	-6	-8	0	-3	13	/
c1ccc(C2CC2)c(OCC2=NCCN2)c1	-21	-5	15	3	8	-4	-11	-9	2	6	-2
CCOC(=O)Cn1cc([N+](=O)[O-])nc1[N+](=O)[O-]	-2	4	-8	7	-6	9	1	27	-7	-14	-3
CCOc1ccc2[nH]c(=O)c(CN(CCO)C3(c4nnnn4C4CCCCC4)CCCCC3)cc2c1	4	-5	-12	2	-8	-15	-10	-14	10	-19	-3
O=Cc1cn(Cc2ccccc2F)c2ccccc12	30	3	26	17	-35	13	-10	7	4	-3	-7
N#C[C@H](O[C@@H]1O[C@H](CO[C@@H]2O[C@H](CO)[C@@H](O)[C@H](O)[C@H]2O)[C@@H](O)[C@H](O)[C@H]1O)c1ccccc1	-3	4	-5	-12	-6	-4	5	10	-3	-14	-2
Cc1ccc(C)c(CN2CCC(n3nnc4cc(F)ccc43)CC2)c1	0	1	11	11	5	-8	-3	7	-4	16	1
Cc1ccccc1-n1c(CNc2ccccc2)nc2ccccc2c1=O	-22	/	-20	-9	-6	-10	-2	-2	/	-21	-3
O=C1NC(=O)N(Cc2ccccc2)C(=O)C1Cc1ccccc1 (stereo not drawn)	1	-8	-5	2	-5	-1	-2	-20	-4	2	6

Compounds from the list above containing a Cl atom (two):
SMILES	TROY signal inh	EBV LMP1 NFkB	NR5A2 inv ag	TRAIL sens C8	SRC1 inh	NR2F2 inh	NOD2-RIPK2 inh	SRC2 inh	TLR9-MyD88 inh	NCOA3 inh	Vif inh
Fc1cccc(-c2ccc3c(c2)CN(c2cccc(Cl)c2)Cc2cnnn2-3)c1	-8	/	14	16	11	0	-17	-23	/	22	2
O=c1[nH]c(=O)n(Cc2ccccc2Cl)c(O)c1/C=C1/C=CC=N1	17	17	21	-13	-27	-24	18	20	5	-25	0

The results go on:
SMILES	TROY signal inh	EBV LMP1 NFkB	NR5A2 inv ag	TRAIL sens C8	SRC1 inh	NR2F2 inh	NOD2-RIPK2 inh	SRC2 inh	TLR9-MyD88 inh	NCOA3 inh	Vif inh
CCOc1ccc(C2SCC(=O)Nc3c2c(C)nn3C2CCOC(C)(C)C2)cc1 (stereo not drawn)	-9	15	-2	-15	-2	4	2	-9	-3	-1	-14
CCOC(=O)C(O)(c1ccc(N=Cc2ccccc2O)c(C)c1)C(F)(F)F (stereo not drawn)	0	0	7	-16	-6	1	2	4	9	10	20
O=P(Nc1cccnc1)(Oc1ccccc1Cl)Oc1ccccc1Cl	3	-6	0	-2	-2	4	-5	9	7	-26	-3
CCN1CCN(c2ccc(NC(C)=O)cc2Cl)CC1	3	5	16	0	-8	-18	5	7	-1	7	0
Cc1oc(-c2ccc(Cl)cc2)nc1CS(=O)CC(=O)N1CCC2(CC1)OCCO2 (stereo not drawn)	-3	1	-11	-13	-8	0	-5	-5	4	3	1
Cc1c(C=C2C(=O)NC(=O)NC2=O)c(=O)n(-c2ccccc2)n1C	-2	-3	-7	2	-6	-9	-3	-15	3	11	-5
CC1CCCCN1Cc1cccnc1 (stereo not drawn)	26	-7	16	2	2	24	-9	3	-7	19	8
COc1ccc(-n2nc(C(=O)NCC(=O)N3CCC4(CC3)OCCO4)c3ccccc3c2=O)cc1OC	-15	-12	-19	30	-16	-38	0	-71	-1	-19	9
C(#CCN1CCOCC1)COC/C=C/c1ccccc1	-2	-7	-26	-4	-23	-18	-6	-14	-8	-5	9
O=c1c2ccccc2nc(-c2ccco2)n1-c1cccnc1	-10	15	-12	-16	-9	9	-13	-13	1	7	22
CC(Cc1cccs1)NCc1ccc(Cl)cc1 (stereo not drawn)	-12	-4	-2	-3	-10	-19	6	20	-8	-5	2
CC(C)NC(=O)Cn1cc(C(=O)c2ccccc2)c2ccccc21	4	10	0	-9	9	-7	1	1	-4	18	3
COc1ccc(C=C2C(=O)N(C)C(=O)N(C)C2=O)cc1COc1ccc(NC(C)=O)cc1	6	9	-14	-9	10	13	-1	-13	-7	-8	-1
CCC(=NCC1CCCO1)c1c(O)n(-c2ccc(Cl)cc2)c(=O)[nH]c1=O (stereo not drawn)	-4	1	13	-7	-2	-4	8	-2	11	17	-7
C1CCC2S[C@H]3CCCCC3NC2C1 (stereo partly drawn)	2	0	-9	-3	-6	15	3	6	-4	18	-1
CC(C)OC(=O)C1C2c3ccccc3C(c3ccccc32)C1C(=O)O (stereo not drawn)	-1	-4	-2	1	-12	-2	0	-5	-2	16	-4
O=C(Cc1ccccc1)NC(Cc1ccc(Cl)cc1)C(=O)O (stereo not drawn)	-9	-6	2	-4	12	-14	-1	-15	4	10	5
CCCCn1c(O)c(C(CC)=NCCCn2ccnc2)c(=O)[nH]c1=O	1	/	-5	-18	1	20	-2	25	/	8	1
Cc1ccc(C2(O)CC(C)N(C)CC2C)cc1 (stereo not drawn)	-7	0	0	-5	6	-9	-2	3	3	29	8
COc1ccc(CCN)cc1OC	3	0	-4	-5	0	4	-1	-18	-3	-4	-10
CCOC(=O)c1c(C)n(C(C)C)c2ccc(OC(=O)c3ccc(N4C(=O)CCC4=O)cc3)cc12	-5	-12	9	3	5	-12	-5	-8	-11	28	1
COC(=O)C1=C(c2c(C)noc2C)C[C@@H]2CC[C@H]1N2C(=O)NCCOc1ccccc1Cl	-8	-4	-5	12	0	-1	-14	-12	-8	1	8
O=C(COc1ccc(S(=O)(=O)N2CCOCC2)cc1)N1CCN(Cc2ccc3c(c2)OCO3)CC1	16	11	13	9	12	22	-3	15	-1	16	-12
CSc1ccccc1C(=O)C1CCCN(Cc2ccccn2)C1 (stereo not drawn)	2	-1	11	-7	-6	-5	8	15	0	14	-4
COc1cc(O)cc2c1C(=O)OC(C)CCCC(=O)CCC/C=C\2 (stereo not drawn)	-7	3	-21	12	-2	1	2	1	0	19	0
O=c1[nH]c(=S)n(C2CC2)c(O)c1C=NCc1ccc(F)cc1	0	-8	5	-12	0	20	9	-20	2	5	15
CC(=O)OC1N=C(c2ccccc2)c2cc(C)ccc2NC1=O (stereo not drawn)	6	11	7	-4	-2	-3	-3	-42	5	13	4
COc1ccc(-n2nnnc2C(CCc2ccccc2)N2CCC(n3c(=O)[nH]c4ccccc43)CC2)cc1 (stereo not drawn)	72*	/	41	90*	41	39*	-12	-3	/	53	/
COc1cccc(-n2c(=S)[nH]c3ccccc3c2=O)c1	-1	2	17	0	2	-8	5	-12	-6	10	6
CCC(C)N1C(=O)/C(=C\c2cnc(N(C)C)nc2)C(=O)NC1=S (stereo not drawn)	7	2	-7	1	17	-1	-1	-13	8	7	7
COc1cc(C=C2C(=O)NC(=O)NC2=O)ccc1O	-23	6	-7	5	-3	13	3	-13	-8	-18	/
CC[C@@]1(O)C(=O)OCc2c1cc1n(c2=O)Cc2cc3c(NC(=O)CN)cccc3nc2-1	19	77*	46	25	26	-27	-1	7	-3	44	/
CC(C)N1CCN(Cc2cccc([N+](=O)[O-])c2)CC1	-17	3	-13	-4	-2	7	-8	-2	9	16	0
CC(=O)Nc1nc(CCl)cs1	7	-4	-9	0	-5	14	-8	20	-5	14	16

Some of the compounds tested. The share of hits here may be higher or lower than overall.
